Compound activity (PubChem)
IkB signaling: inhibitors of IkB signaling in ABC-DLBCL cells | ABC-DLBCL IkBa-CBG/CBR dual luciferase ratio, 4 h; response scale: scaled: untreated 0%, proteasome inhibitor 100% | Potency, µM (highest dose often 57.1 µM), inactives show at the top dose IkBa stabilization activation | 110,000 tested, 0.04% active | AID 445; active means well fitted curve in the direction sought with a large enough effect in the signal ratio, not every such curve was filed as active; inconclusive means small, poorly fitted or top-dose-only effect, or a change in a side signal; the % refers to the signal ratio;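 further: the direction sought is a rising ratio; 0% = basal untreated cells and 100% = reference inhibitor full response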
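Luminescence ratio of IκBα-fused green versus native red beetle luciferase in OCI-Ly3 cells, 4 h post-doxycycline with compound; red signal alone, scaled from basal (0%) to zero light (-100%), flagged nonspecific or cytotoxic effects.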
p53ts 39C kill: kills p53ts cells at the nonpermissive temperature. H1299-p53A138V viability at 39C, ATP luminescence, 24 h. Potency, µM (doses to about 46.1 µM), without a hit: at the top dose activity change, negative = cell killing, usual class: cytotoxic. 130,000 tested, 1.5% active. AID 902; further: nearly all actives have a fitted effect of over 55% in size
p53ts 32C tox: p53ts cell cytotoxicity, permissive temperature | H1299-p53A138V at 32C, ATP luminescence viability, 24 h | AID 924 | Potency, µM (titrated, usually from 46.1 µM), for the others: at the highest dose activity change, negative = cytotoxicity, actives largely listed as cytotoxic | 130,000 tested, 0.93% active;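 further: 0% = DMSO and -100% = full killing by reference compound; nearly all actives have a fitted effect of over 55% in size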
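H1299-p53 A138V cells (temperature-sensitive p53) exposed 24 h to up to 46 uM compound at 32C, where p53 is wild-type in conformation. Viability read as ATP luminescence and normalised to DMSO and 100 uM tamoxifen. AC50 fitted with the Hill equation.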
Imprint erasure: inducers of genomic imprint erasure in mouse ES cells; mouse ES Peg3-LacZ reporter, beta-gal luminescence, 40 h; Potency, µM (series often up to 60.7 µM), for the others: at the top dose activity change, positive = activation, hits mostly activators; 110,000 tested, 0.02% active; AID 1948;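 further: 0% = negative control wells on the plate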
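Each well holds 300 Peg3LacZ-Neo (maternal) female ES cells incubated 40 h at 37C, 5% CO2. LacZ is measured by BetaGlo luminescence, with AC50 and maximum efficacy derived from dose-response curves.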
The depositor's hits bear a star; u = inconclusive; x = not tested or not shown; [ ] = dose if it differs, or a comment. Unless noted, the call rests on the fitted dose curve; in most records, active means well fitted curve in the direction sought with a large enough effect; inconclusive means small, poorly fitted or top-dose-only effect, or another doubt; inactive means no such curve, though single readings can be large; an effect the other way counts as inactive or inconclusive. Unless noted, on the % scale 0 is the no-effect control and ±100 the full control effect; potency means the concentration at half of the fitted maximal effect. Compounds were not picked by outcome. Share with any hit: about 1.7%.

mol | IkB signaling | p53ts 39C kill | Imprint erasure | p53ts 32C tox
COC(=O)C/C=C1\c2ccccc2C(OC)C1C (stereo not drawn) | x | 10%[9.22 µM] | x | 6%[9.22 µM]
CCCc1nnc(SCC(=O)N2CCOCC2)n1Cc1ccco1 | 1.7% | -2% | 6% | -5%
COc1cccc(C=NC=Nc2cccc(OC)c2)c1 | 1.2% | -12% | -8% | -23%
C=CCn1c(SCC(=O)Nc2ccc3c(c2)OCO3)nnc1-c1ccccc1OC | 1.8% | 6% | -17% | 9%
Cc1ccccc1N1C(=O)C(Cl)=C(N2CCCCCC2)C1=O | 12% | -7% | -23% | -1%
O=C(CN1C(=O)CC(c2ccco2)Sc2ccccc21)NCC1CCCO1 (stereo not drawn) | x | 17% | x | 5%
CCc1ccc(OC(C)C(=O)N2CCC(c3nc4ccccc4s3)CC2)cc1 (stereo not drawn) | -1.2% | -7% | -17%[10.9 µM] | 1%
CCN(CC)C(=O)Cn1c(=O)n(-c2ccc(Cl)c(Cl)c2)c(=O)c2c(C)c(C(=O)N(CC)CC)sc21 | -0.1% | -1% | -13%[10.9 µM] | 11%
CCOC(=O)NC(CC(=O)O)c1ccc(OC)cc1 (stereo not drawn) | 0.9% | -1% | 10% | -8%
CCOC(=O)c1ccc2c(c1)N(CC(=O)N1CCCC1)C(=O)C(C)(C)O2 | -1.0% | -3% | -9% | 3%
Cc1[nH]nc2c1C(c1ccc(Cl)cc1)C(C#N)=C(N)O2 (stereo not drawn) | 4.0% | 5% | u | -6%
COCCNS(=O)(=O)c1ccc(-c2ccc(S(=O)(=O)NCCOC)cc2)cc1 | 0.9% | -9% | -7% | -2%
O=S1(=O)CCN2C(c3ccc4c(c3)CCCC4)=CSC2=N1 | 0.2% | 1% | -15% | 0%
Cc1c(C(=O)OC2CCCC2)[nH]c2c1C(=O)CC(c1ccc(Cl)cc1)C2 (stereo not drawn) | 1.7% | 3% | -3%[10.9 µM] | 3%
COC(=O)c1cc(Cl)c(N)cc1OC | -1.8% | 5% | -13% | -2%
COCCSc1nc2c(c(=O)[nH]c(=O)n2C)n1Cc1cccc(C)c1 | -0.1% | -2% | -15% | -21%
CCOc1ccc(CNC(=O)CCC(=O)N2CC3CCCN3c3ccccc32)cc1 (stereo not drawn) | -0.4% | -8% | 7%[10.9 µM] | -5%
N[C@H](C(=O)O)C1[C@H](C(=O)O)[C@H]1C(=O)O (stereo partly drawn) | 0.2% | -12% | 0% | -3%
CCc1ccccc1NC(=O)CN1CCC(NC(=O)COC)CC1 | -0.8% | 4% | x | -6%
O=C(O)c1ccc(C(=O)c2ccccc2)c(C(=O)O)c1 | 1.4%[11.4 µM] | 28%[9.22 µM] | -3%[10.9 µM] | -4%[9.22 µM]
COc1ccc(N2CCN(C(=O)c3cc4c(-c5cccc(OC)c5)nn(C)c4s3)CC2)cc1 | 2.2% | -3% | -28% | 0%
COc1cccc(-c2nc(NCc3cccnc3)c3ccccc3n2)c1 | -1.1%[11.4 µM] | -10% | -9% | -3%
Cc1oc(-c2ccccc2F)nc1CS(=O)CC(=O)NC(C)C (stereo not drawn) | -0.4% | 3% | 19%[10.9 µM] | 4%
Cc1cccc(NC(=O)CS(=O)(=O)c2nc(-c3ccccc3)cn2-c2cccc(Cl)c2)c1C | u | 20% | -8%[10.9 µM] | 14%

Given with values under each structure: entries from further up.
Every second line gives: IkB signaling | p53ts 39C kill | Imprint erasure | p53ts 32C tox
CCOc1ccc(CNC(=O)CCC(=O)N2CC3CCCN3c3ccccc32)cc1 (stereo not drawn)
 : -0.4% | -8% | 7%[10.9 µM] | -5%
N[C@H](C(=O)O)C1[C@H](C(=O)O)[C@H]1C(=O)O (stereo partly drawn)
 : 0.2% | -12% | 0% | -3%
Cc1oc(-c2ccccc2F)nc1CS(=O)CC(=O)NC(C)C (stereo not drawn)
 : -0.4% | 3% | 19%[10.9 µM] | 4%
COc1ccc(N2CCN(C(=O)c3cc4c(-c5cccc(OC)c5)nn(C)c4s3)CC2)cc1
 : 2.2% | -3% | -28% | 0%
CCc1ccccc1NC(=O)CN1CCC(NC(=O)COC)CC1
 : -0.8% | 4% | x | -6%
O=C(O)c1ccc(C(=O)c2ccccc2)c(C(=O)O)c1
 : 1.4%[11.4 µM] | 28%[9.22 µM] | -3%[10.9 µM] | -4%[9.22 µM]

Next part.
mol | IkB signaling | p53ts 39C kill | Imprint erasure | p53ts 32C tox
COc1ccc(NC(=O)c2ccc(N(C)S(C)(=O)=O)cc2)cc1OC | 0.2% | -24% | -70%[inhibitor] | -24%
C=C(C)Cn1c(SCC(=O)c2ccc(OC)cc2)nc2sc3c(c2c1=O)CCCC3 | 2.9% | 5% | -10%[10.9 µM] | 2%
CCN(CC)c1ccc(NS(=O)(=O)c2ccc3c(c2)CCCN3C(C)=O)c(C)c1 | u | -18% | 23%[10.9 µM] | 13%
Cc1cc(C)c(S(=O)(=O)n2cnc(C)c2)c(C)c1 | 2.4% | -9% | -11%[10.9 µM] | -5%
O=C(CSc1nnc(-c2ccccc2)o1)N1CCc2ccccc2C1 | 2.0% | 2% | -1% | 7%
CCCC[C@@H]1C[C@H]1C(NC(=O)c1ccccc1)c1ccccc1C(F)(F)F (stereo partly drawn) | x | 7% | -15% | -3%
CCOC(=O)c1c(NC(=O)CSc2nnnn2C)sc(C)c1-c1ccc(C)cc1 | u | 31%[activator] | -12% | 21%
CCOC(=O)c1ccc(NC(=O)c2c(NCc3cccc(OC)c3)sc3c2CCC3)cc1 | -1.0% | 36%[activator] | -10%[10.9 µM] | -1%
O=C(Nc1cccc(F)c1)NC1CCCCC1 | -1.0% | -7% | -25% | -10%
O=S(=O)(c1ccccc1)c1nc(-c2cccs2)oc1SCc1ccc(F)cc1 | -5.5% | 10% | -8%[10.9 µM] | -8%
CN(CCNC(=O)CCNC(=O)Cn1ccc2ccccc2c1=O)Cc1ccccc1 | 0.9% | -3% | -12% | 7%
CC(=O)N=c1ncn(CC(COC(C)=O)OC(C)=O)c2nc[nH]c12 (stereo not drawn) | -2.5% | 11% | x | 0%
CCOC(=O)N1CCN(C(=O)CSCC(=O)Nc2nc(-c3cccs3)cs2)CC1 | u | -11% | -30% | -4%
Cc1cc2ccccc2n1CCNC(=O)c1cccs1 | 5.6% | 4% | -13% | -8%
Cc1cc(Cl)ccc1OCC(=O)NCCCN1CCOCC1 | -0.2% | -6% | -3% | -6%
COC(=O)C1=C(C)Nc2ncnn2C1c1ccccn1 (stereo not drawn) | 0.4% | -5% | -6% | 0%
CC1CCC2(CC1)NC(=O)N(CC(=O)Nc1ccc(N3CCOCC3)cc1)C2=O (stereo not drawn) | x | -7% | x | 8%
Cc1cc(F)ccc1NC(=O)CCSc1nc(-c2ccco2)cc(C(F)(F)F)n1 | 1.0% | -15% | -11%[10.9 µM] | -1%
Cc1ccc2nc(CSc3nnc(NC(=O)COc4ccccc4)s3)cc(=O)n2c1 | u | -5% | -9%[10.9 µM] | -1%
Cc1cccc(NS(=O)(=O)c2cc(C(=O)O)ccc2Cl)c1 | x | 5% | x | 7%
COc1ccc2cc(CN(Cc3cccnc3)S(=O)(=O)c3ccccc3)c(=O)[nH]c2c1 | 1.6% | 2% | -9% | 0%
O=C(Nc1ccccc1)NC1(C(=O)N2CCN(c3ncccn3)CC2)CCCCC1 | -0.5% | 9% | 2% | 1%
CCc1ccccc1NC(=O)CSc1ncc2c(n1)-c1ccccc1N(Cc1ccc(C)cc1)S2(=O)=O | u | -10% | 8%[10.9 µM] | -9%
CCOC(=O)c1c(NC(=O)CSc2nnc(C)s2)sc2c1CCN(C)C2 | 0.0% | 17% | -16% | 4%
COCCCNS(=O)(=O)c1ccc(OC)c(Cl)c1Cl | 0.7% | 3% | -10% | -3%
COc1cc(-c2noc(-c3ccc(NC4CCCC4)c([N+](=O)[O-])c3)n2)cc(OC)c1OC | u | 13% | u | -5%
Cn1c(=O)c2[nH]c(CNCc3ccccc3Cl)nc2n(C)c1=O | 0.2% | 6% | -7% | 2%
COc1ccc(-c2noc(CN(C(=O)c3cc(OC)c(OC)cc3OC)C(C)C)n2)cc1 | -0.1% | -6% | 11%[10.9 µM] | 4%
COc1cccc(CC(=O)Nc2ccc(-c3nc4ccccc4s3)cc2Cl)c1 | 0.1% | -10% | -8%[10.9 µM] | -15%
COc1cccc(NC(=O)c2oc3ccccc3c2NC(=O)c2ccc3c(c2)OCO3)c1 | 2.6% | 10µM* | -3% | 10µM*
Cc1ccc(CCNC(=O)CN2C(=O)COc3ccc(S(=O)(=O)N4CCC(C)CC4)cc32)cc1 | -0.2% | -1% | -19%[10.9 µM] | 19%
O=S1(=O)N=C(N2CCOCC2)c2ccccc21 | 1.5% | -11% | 3% | 1%
O=c1c2ccccc2n2c(-c3ccc(Cl)cc3)nnc2n1CCc1ccccc1 | 6.0% | -1% | 13%[10.9 µM] | -7%
C=CCNC(=O)NC(=S)c1ccccc1 | 1.0% | 2% | -9% | -10%
Cc1nc2cnc(N3CCNCC3)nc2n(CCC#N)c1=O | 2.0%[11.4 µM] | 6% | x | -7%
Cc1ccccc1NC(=O)c1ccc(F)c(S(=O)(=O)N(C)C2CCCCC2)c1 | u | -9% | -19%[10.9 µM] | 13%
CS(=O)(=O)n1nc(C(=O)N2CCOCC2)nc1N | 1.2% | -2% | 6% | 1%
Cn1c(CN2CCCCC2)c(C#N)c2ccccc21 | 1.0% | 6% | -15% | -3%
CCOC(=O)N1CCN(C(=O)CCN2C(=O)COc3ccc(C)cc32)CC1 | 1.3% | -5% | 16% | -1%
COc1ccccc1OCC(=O)N(Cc1ccc(N(C)C)cc1)CC1CCCO1 (stereo not drawn) | u | -10% | -7%[10.9 µM] | -2%
NC(=O)c1ccsc1NC(=O)C1CCCN1S(=O)(=O)c1ccc(Cl)cc1 (stereo not drawn) | 2.7% | 6% | -14% | 17%
COc1cccc(NC(=O)Cn2c(=O)n(-c3cccc(OC)c3)c(=O)c3sc4ccccc4c32)c1 | 18% | 30% | -11%[10.9 µM] | 6%
COc1ccc(C(=O)N2CCC3(CC2)CCN(c2ncccn2)CC3)cc1 | -0.7%[11.4 µM] | -8% | x | -9%
CSCC[C@@H]1NC(=O)C/C=C\[C@@H](C)COC(=O)[C@H](C)COC1=O | x | -4%[9.22 µM] | x | 7%[9.22 µM]
C=COCCNC(=O)Nc1ccc(Cl)c(Cl)c1 | u | -9% | -12% | -11%
CCCOc1cccc(C(=O)N(Cc2ccco2)C2CCS(=O)(=O)C2)c1 (stereo not drawn) | 4.6% | 1% | -7% | 1%
COc1ccc(S(=O)(=O)N(CCc2ccccc2)CC(=O)NCc2ccc(C)cc2)cc1 | u | -17% | -12%[10.9 µM] | 14%
O=C(CCS(=O)(=O)c1cc(Br)cc2c1N(C(=O)C1CC1)CC2)N1CCN(c2ccc(F)cc2)CC1 | 12% | 3% | 4%[10.9 µM] | 14%
CCc1ccc(OCC(=O)Nc2ccc3oc(-c4ccc(OC)cc4)nc3c2)cc1 | 2.2% | 9% | 11%[10.9 µM] | -10%
CCc1nc2ccc(C(=O)N3CCN(c4cc(Cl)ccc4C)CC3)cc2nc1CC | -0.1% | -8% | -5%[10.9 µM] | 3%
S[C@@H]1CCCN(Cc2ccccc2)C1 | 0.5%[11.4 µM] | 7%[9.22 µM] | -21%[10.9 µM] | 1%[9.22 µM]
O=C(Cn1ccc2ccccc2c1=O)NCCC(=O)N1CCN(c2cccc(C(F)(F)F)c2)CC1 | u | -17% | -24% | 0%
Cn1nnnc1Sc1ncnc2scc(-c3ccccc3)c12 | u | u | -16% | -98%
CCCCn1c(SCC(=O)Nc2ccc(OCC)cc2)nc2ccsc2c1=O | u | -7% | -18%[10.9 µM] | 15%
COc1ccccc1NC(=O)CSc1nnc(Cn2c(=O)sc3ccccc32)n1C | 1.7% | -1% | -7% | -6%
COc1ccc(NC(=O)NCc2cccnc2)cc1OC | -0.4% | 9% | -9% | -3%
